SENP8 block-1: blocks human SENP8 cleavage of Nedd8 substrate | Q96LD8 | recombinant SENP8, Nedd8 substrate fluorescence | AID 602440 | 360,000 tested, 0.64% active | inhibition, % at 20 µM; in the data active = inhibition mostly above about 40%, no sharp cut-off; inactive = mostly below about 27%
Target sequence (Q96LD8 whole entry, looked up): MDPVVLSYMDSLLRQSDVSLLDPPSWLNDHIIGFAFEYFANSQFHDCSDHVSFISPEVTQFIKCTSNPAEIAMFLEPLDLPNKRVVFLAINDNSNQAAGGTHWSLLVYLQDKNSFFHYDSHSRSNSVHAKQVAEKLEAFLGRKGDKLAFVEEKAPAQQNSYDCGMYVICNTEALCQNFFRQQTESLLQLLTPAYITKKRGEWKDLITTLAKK
HKDC1 inh: blocks human hexokinase HKDC1 activity. recombinant HKDC1, G6PDH/diaphorase resazurin coupled fluorescence. inhibition, % at 20 µM. 340,000 tested, 0.16% active. AID 493160;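 active = inhibition above about 35% when tested at 20 µM, limit read from the data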;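 also: plate controls were DMSO wells with enzyme for no effect and DMSO wells lacking enzyme for full effect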
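Test system: Recombinant HKDC1 (HK5) hexokinase enzyme, produced in-house | Input: HKDC1 at 5 µg/mL | Buffer or medium: Tris pH 8.0 buffer with MgCl2, Tween-20, BSA, BME | Schedule: 90 min reaction incubation at room temperature, dark | Technique: Resazurin-to-resorufin fluorescence via G6PDH and diaphorase coupling, 525/613 nm | Controls: DMSO wells with and without enzyme mix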
MIN6 prolif: induces beta-cell replication in MIN6 cells | MIN6 cells proliferation, ATPlite luminescence, 48 h; cells starved in 0.2% serum; 100% = growth in 10% serum | proliferation, % at 10 µM | 330,000 tested, 0.29% active | AID 2380;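 active = compounds whose signal lies at least 3.5 SD above the mean of all wells on their plate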;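 also: 0% = DMSO-treated cells in low-serum medium and 100% = 10% serum control; some compounds called inactive have numbers as strong as hits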
SENP7 inh: SENP7 protease inhibition | 330,000 tested, 1.5% active | inhibition, % at 5 µM | AID 434973 | recombinant SENP7, Z-RLRGG-aminoluciferin luminescence, 40 min | Q9BQF6;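 active = inhibition above about 50% at the single test dose, limit read from the data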;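 also: plate controls were DMSO with enzyme for no effect and no enzyme buffer wells for full effect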
UBC13 inh: inhibitors of human UBC13 polyubiquitin chain formation. P61088. TR-FRET. inhibition, % at 20 µM. 330,000 tested, 0.47% active. AID 485273; in the data active = inhibition above about 45%, passing the limit was not always enough
Target sequence (P61088 whole entry, looked up): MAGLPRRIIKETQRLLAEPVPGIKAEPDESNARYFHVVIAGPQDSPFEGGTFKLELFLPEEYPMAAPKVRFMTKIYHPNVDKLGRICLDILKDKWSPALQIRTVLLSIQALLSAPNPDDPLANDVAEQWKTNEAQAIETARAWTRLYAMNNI
SENP6 block: blocks the human protease SENP6; Q9GZR1; Recombinant SENP6 catalytic domain, aminoluciferin luminescence; inhibition, % at 10 µM; 330,000 tested, 1.8% active; AID 2599;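 active = inhibition above about 50% at the single tested dose, limit read from the data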;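 also: plate controls were DMSO wells with enzyme for no effect and DMSO wells lacking enzyme for full effect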
Target sequence (Q9GZR1 628-1112 limits assumed): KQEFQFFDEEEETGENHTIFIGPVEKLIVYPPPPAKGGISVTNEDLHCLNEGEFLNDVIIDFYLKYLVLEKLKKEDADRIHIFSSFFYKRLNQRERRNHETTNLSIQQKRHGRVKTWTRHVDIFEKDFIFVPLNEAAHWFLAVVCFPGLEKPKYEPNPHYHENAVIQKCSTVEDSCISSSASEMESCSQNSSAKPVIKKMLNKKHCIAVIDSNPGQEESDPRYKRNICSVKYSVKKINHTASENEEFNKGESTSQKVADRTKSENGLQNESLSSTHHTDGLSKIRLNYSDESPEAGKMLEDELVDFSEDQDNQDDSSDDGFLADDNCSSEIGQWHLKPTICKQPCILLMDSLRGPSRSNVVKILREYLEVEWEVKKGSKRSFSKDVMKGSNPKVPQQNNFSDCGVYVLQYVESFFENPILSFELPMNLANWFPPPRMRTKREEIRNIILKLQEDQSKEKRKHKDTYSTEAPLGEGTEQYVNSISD
SENP8 block-2: blocks the human protease SENP8; inhibition, % at 10 µM; AID 2540; 330,000 tested, 1.2% active; purified SENP8, Z-RLRGG-aminoluciferin cleavage, luminescence; in the data active = inhibition above about 50%
PfGluPho inh: PfG6PD (Plasmodium falciparum) enzyme inhibition; 350,000 tested, 0.78% active; PfGluPho enzyme, NADPH resazurin-diaphorase fluorescence; inhibition, % at 20 µM;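 active = inhibition reaching at least a set limit at 20 µM in the primary screen, cut at about 59% in these data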;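 also: 0% = DMSO wells with substrate and 100% = DMSO wells lacking glucose-6-phosphate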
SENP1 FRET inh: inhibitors of human SENP1 SUMO protease catalytic domain | recombinant SENP1 catalytic domain, CyPet-SUMO1-YPet FRET cleavage | Q9P0U3 | inhibition, % at 10 µM | 360,000 tested, 0.21% active;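 active = inhibition at least 30% at 10 µM, raw YFP signal under a set limit, fluorescence ratio 0.5 to 1.5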;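 also: 0% = enzyme with DMSO and 100% = no enzyme wells; some results filed as inactive read as strong as hits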
Target sequence (Q9P0U3 419-644 limits assumed): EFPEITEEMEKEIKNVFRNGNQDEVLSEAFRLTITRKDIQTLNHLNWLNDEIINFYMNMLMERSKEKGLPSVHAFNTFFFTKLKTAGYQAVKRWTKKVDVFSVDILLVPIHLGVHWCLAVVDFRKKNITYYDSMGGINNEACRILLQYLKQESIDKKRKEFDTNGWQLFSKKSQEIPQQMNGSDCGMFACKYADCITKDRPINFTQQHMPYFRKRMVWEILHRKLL
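Test system: human SENP1 catalytic domain; medium: Tris pH 8 buffer plus EDTA, NaCl, BME, BSA, NP40, catalase; incubation: 50 min reaction at room temperature; technique: FRET, CFP and YFP emission; controls: no-enzyme low control and enzyme-plus-DMSO high control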
Starred values were filed as active, the others as inactive; · = no result given.

SMILES	SENP8 block-1	HKDC1 inh	MIN6 prolif	SENP7 inh	UBC13 inh	SENP6 block	SENP8 block-2	PfGluPho inh	SENP1 FRET inh
Cc1ccc(OCC(=O)NCCc2c[nH]c3ccccc23)cc1	13	6	0	11	-10	-9	0	15	0
CCc1ccc(-c2cc(C(=O)Nc3ccc(S(=O)(=O)NC(C)=O)cc3)c3ccccc3n2)cc1	-16	-5	-4	7	-12	19	7	-11	0
COC(=O)c1nc(NC(=O)c2ccc(Cl)cc2)n[nH]1	9	-7	-1	2	12	-12	-6	8	1
c1ccc(NC2=NCCN2CCC2CCCC2)cc1	11	-7	2	2	5	-8	0	14	0
COc1ccc(S(=O)(=O)N2CCC(C(=O)NCc3cccnc3)CC2)cc1OC	13	-8	0	6	4	-17	3	-3	3
COc1ccccc1OCCC(=O)Nc1nc(C)cs1	12	-3	-1	1	-3	-19	2	11	-5
Cc1csc(SCC(=O)Nc2cccc3nsnc23)n1	-444	6	-4	4	13	-11	-6	18	-54
COc1ccc(N2CCN(C(=O)COC(=O)/C=C/c3ccc(C(F)(F)F)cc3)CC2)cc1	7	-4	-4	-10	-8	-12	-12	-2	2
Cc1cc(OCC(=O)OCC(=O)NC2CCCCC2C)ccc1Cl (stereo not given)	11	-3	0	-9	-2	-9	-8	0	4
NC(=O)CCCn1c(C(=O)c2ccc(Cl)cc2)c2ccc(C(F)(F)F)cc2[n+]1[O-]	13	1	-1	5	-3	-1	-7	7	0
CC(NC(=O)Cn1cnnn1)C12CC3CC(CC(C3)C1)C2 (stereo not given)	20	-2	-1	1	4	13	4	3	0
O=C(O)c1cc(-c2ccc3ccccc3c2)nc2ccc(F)cc12	-369	-2	-4	33	8	73*	66*	33	-2
Cc1ccccc1CCNC(=O)C1CCC(=O)N(CCc2cccc(F)c2)C1 (stereo not given)	14	-1	-5	2	1	1	4	0	1
COC(=O)c1nn(-c2ccccc2)c(=O)cc1Sc1ccc(Cl)cc1	-1	3	4	6	-1	4	8	-11	3
CNC(=O)COc1ccc(S(=O)(=O)Nc2ccc(OC)cc2)cc1	-1	-9	0	-14	0	-1	3	-9	2
O=C(O)c1ccccc1/C=N/NC(=O)C1CCCCC1	6	-3	4	-1	6	11	0	0	3
Cc1ccccc1-c1nc2cc(N)ccc2o1	-264	6	-2	74*	16	72*	60*	7	-26
O=C(CSc1nc2ccccc2c(=O)n1-c1ccc(F)cc1)NC1CC1	0	-8	-2	5	1	19	1	-2	0
Cc1cccc(/C=C/C(=O)c2ccc([N+](=O)[O-])o2)c1	29	50*	-7	5	-19	-11	-5	48	-1
CCN(CC)CCCN1C(=O)C(O)=C(C(=O)c2cc3ccccc3o2)C1c1ccccn1 (stereo not given)	-28	-3	0	-3	-6	-17	0	9	0
CC1CCC(NC(=O)c2ccc(NC(=O)c3ccc(=O)[nH]c3)cc2)CC1 (stereo not given)	·	·	-3	14	-12	-26	-7	·	·
CCOC(=O)c1ccc(NS(=O)(=O)c2c(C)[nH]c(C)c2C(=O)N2CCCCC2)cc1	10	4	1	3	-1	-5	4	-18	2
O=C(NCSc1ccncn1)c1ccccc1	6	-8	-1	-15	-4	-14	-14	6	3
O=C(CCn1c(=O)sc2ccccc21)NC1CCCCC1	-5	4	-2	7	-3	-4	-3	-14	3
Cc1cccc(NC(=O)NCCN2C(=O)C3C4C=CC(C4)C3C2=O)c1 (stereo not given)	12	-3	4	19	-1	-6	-7	-8	1

Results in SENP8 block-2 and PfGluPho inh (two entries from above):
SMILES	SENP8 block-2	PfGluPho inh
O=C(CSc1nc2ccccc2c(=O)n1-c1ccc(F)cc1)NC1CC1	1	-2
Cc1cccc(/C=C/C(=O)c2ccc([N+](=O)[O-])o2)c1	-5	48

The listing continues.
SMILES	SENP8 block-1	HKDC1 inh	MIN6 prolif	SENP7 inh	UBC13 inh	SENP6 block	SENP8 block-2	PfGluPho inh	SENP1 FRET inh
O=C(CSc1nnc2c(Cl)cc(Cl)cn12)NC1CCS(=O)(=O)C1 (stereo not given)	16	-10	3	-4	-2	-4	-3	-2	1
CN1CCN(CCCCOc2ccc(F)cc2)CC1	16	-1	-2	9	1	14	3	-14	4
COc1ccc(CCNC(=O)c2cc(-c3cccs3)on2)cc1OC	14	3	-3	3	6	7	-1	2	3
COc1ccc(CCNC(=O)c2ccc3c(SCC(=O)O)c4c(nc3c2)CCCC4)cc1OC	-8	6	0	2	-4	-2	-1	-18	-17
CC[C@]12c3[nH]c4cc(CCC(=O)N(C)C)ccc4c3CCN1C(=O)[C@@H](CC(=O)NCCCn1ccnc1)C[C@@H]2C(=O)N1CCN(C(=O)c2ccco2)CC1	15	7	·	-8	·	·	·	-6	-1
Cc1cc(C)cc(OCC(O)Cn2nc(C)cc2C)c1 (stereo not given)	4	-1	-1	15	6	-18	1	6	1
Cn1c(CNC(=O)c2ccco2)nnc1SCC(=O)Nc1ccccc1Cl	-1	-4	-4	17	-12	-5	-1	-1	1
Cc1ccc(N2CC3=C(C2=O)C(c2ccccc2)NC(=O)N3C)cc1 (stereo not given)	-64	0	-1	-3	-2	15	-4	-11	2
O=C(COC(=O)c1c[nH]c2ccccc12)Nc1cccc(F)c1	16	-4	-3	-9	-6	-9	-12	10	-2
CC(C)CCNc1nnnc2c1sc1nc(N3CCOCC3)c3c(c12)CC(C)(C)SC3	-98	8	-6	6	-2	-15	-2	-1	-42
COc1ccc(CCNc2cc(C)nc3c(-c4ccc(Cl)cc4)c(C)nn23)cc1OC	-401	-2	0	-8	12	5	-14	39	-1
COc1cc(-c2nc3ccccc3c(=O)n2N)cc(OC)c1OC	-5	-7	1	-1	4	0	1	6	2
Cc1cccc(OCCOCCSc2ncccn2)c1	19	-1	-3	-8	1	-42	-9	7	1
N#CCCN1CCN(C(CNS(=O)(=O)c2ccc(Cl)cc2)c2ccccc2)CC1 (stereo not given)	11	-6	2	10	1	-13	-8	-14	4
CC(C)c1ccc(C(C(=O)NC2CCCC2)N(C(=O)c2csnn2)C2CC2)cc1 (stereo not given)	13	1	-1	0	2	5	0	-1	5
COc1ccccc1N1CCN(/N=C/c2cc(OC)c(OC)c(OC)c2)CC1	12	-9	0	-3	-4	-7	-4	7	1
CC(C)=CC(=O)Nc1ccc2c(c1)OCO2	8	-1	-3	1	0	63*	50*	10	0
O=C(Nc1ccc(Cl)cc1Cl)C1CCCO1 (stereo not given)	16	-1	-2	0	4	-16	-2	-6	5
CSc1nc2nc(C)c(C/C=C/c3ccccc3)c(=O)n2[nH]1	2	1	0	-14	1	12	0	-35	1
CCCCn1c(N)c(N(CCOC)C(=O)c2ccc3c(c2)C(=O)N(c2ccccc2Cl)C3=O)c(=O)[nH]c1=O	-2	-1	-2	5	4	21	5	-8	2
COc1cccc(C(=O)/C=C/Nc2ccc(NC(C)=O)cc2)c1	-98	-6	0	87*	1	93*	79*	0	-27
O=C(COc1ccc(F)cc1Br)NCc1ccccn1	3	1	-2	-9	-4	-23	-7	4	0
CCCCCCCC/C=C\CCCCCCCC(=O)NCCO	9	1	1	5	24	0	0	9	0
Cc1[nH]c2c(ccc3ccccc32)c1C1C(CCN)C1(C)C (stereo not given)	-154	12	-5	4	26	4	-5	-7	-31
O=C(Nc1ccccc1)c1c(F)cccc1F	3	-3	-1	0	3	3	3	-5	1

Other results follow:
SMILES	SENP8 block-1	HKDC1 inh	MIN6 prolif	SENP7 inh	UBC13 inh	SENP6 block	SENP8 block-2	PfGluPho inh	SENP1 FRET inh
Cc1cccc(-n2c(-c3ccccc3)c[nH]c2=S)c1C	-7	7	1	2	2	-20	-5	48	0
C1CCc2c(nc3nnnn3c2NC2CCCC2)C1	5	-7	2	3	1	-25	1	0	0
S=c1[nH]nc(-c2cccnc2)n1-c1ccc2c(c1)OCCO2	-11	-5	-2	-8	8	-16	-1	19	-3
O=C(c1ccco1)N1CCN(C(=O)C2Cc3ccccc3CN2S(=O)(=O)c2ccc(F)cc2)CC1 (stereo not given)	8	-4	-3	1	1	-26	-1	-8	-1
O=C(CN1C(=O)c2cccc3cccc1c23)N1CCc2ccccc2C1	-448	4	0	5	4	-14	1	0	-34
Cc1nn(-c2cccc(C(=O)O)c2)c(C)c1[N+](=O)[O-]	-1	-13	-1	1	2	27	5	-1	2
COc1ccccc1N(CC(=O)N/N=C/c1ccc(C(=O)O)cc1)S(=O)(=O)c1ccc(C)cc1	13	-4	-2	0	13	6	7	14	4
Cc1cccc(Nc2nc(N)nc(N)c2N=O)c1	20	-7	·	·	·	·	·	15	2
O=C(COC(=O)c1cccnc1Nc1ccccc1F)NCc1ccc2c(c1)OCO2	-27	3	4	0	9	8	-4	-2	0
CCN(CC(=O)Nc1c(F)cccc1F)C(=O)/C=C/c1ccc(OCC#N)c(OC)c1	-74	-4	7	18	-6	-33	-8	-10	-6
COCCCN1C(=O)C(O)=C(C(=O)c2ccco2)C1c1ccc(Br)cc1 (stereo not given)	8	-1	-2	2	-20	3	3	8	0
CCCCNS(=O)(=O)c1ccc(NC(=O)Cc2ccccc2[N+](=O)[O-])cc1	23	18	-1	-4	-5	-53	-18	-12	-1
CCc1cccc(CC)c1NC(=O)c1ccccc1CCc1ccccc1	3	13	0	2	3	5	3	-14	3
Cc1cc(C)nc(-n2nc(C)cc2NC(=O)COC(=O)CCC(=O)c2cccs2)n1	4	-3	1	0	2	-10	1	12	4
Cc1nc(C(=O)NCCO)cc2c1[nH]c1ccccc12	-94	7	-2	1	2	0	3	6	-8
COc1ccc(OCCCC(=O)OC(C)C(=O)Nc2ccc(NC(C)=O)cc2)cc1 (stereo not given)	9	-4	-1	-9	-2	8	-10	2	0
CC(C)(C)NC(=O)c1cnn(-c2ccccc2)c1NC(=O)c1ccccc1	10	-12	-1	-10	-15	-13	-2	3	0
O=C(COC(=O)c1ccc[nH]c1=O)Nc1ccc2c(c1)OC(F)(F)O2	-3	-4	-3	12	-7	6	-3	-9	2
CC(C)(C)CN1CCN(CC#Cc2ccccc2)CC1CCO (stereo not given)	7	-3	-2	-9	-8	3	-1	1	-7
COc1ccc(-n2c(C)c(C)c3c(NCCO)ncnc32)cc1	8	2	1	2	0	-3	-2	-16	-1
CCCCN1C=C(C(=O)c2ccccc2)C(=O)CC1	9	1	·	·	·	·	·	-11	-2
CCOc1ccc(NC(=O)CNC(=O)c2ccco2)cc1	16	-6	-2	10	-4	-12	-14	-3	3
Cc1ccccc1OCCC(=O)OCC(=O)Nc1c(F)cccc1F	5	-4	6	-3	4	-7	-12	-5	4
COc1ccccc1NC(=O)Nc1ccnn1C1CCN(C(=O)c2cscn2)CC1	4	-3	2	4	2	9	-6	1	3
CC1=C(C)N(C)[C@H](c2ccccc2Br)[C@H](O)C1=O	-1	-8	·	·	·	·	·	-12	-1
CCOC(=O)c1[nH]ncc1CN1CCCC(C(=O)c2ccc(SC)cc2)C1 (stereo not given)	0	-5	-1	5	9	7	2	2	-1
CCn1c(SCc2nc(-c3ccccc3)no2)nnc1-c1ccco1	4	2	-3	1	0	-10	-1	1	1

Whole records from above. Order of values: SENP8 block-1	HKDC1 inh	MIN6 prolif	SENP7 inh	UBC13 inh	SENP6 block	SENP8 block-2	PfGluPho inh	SENP1 FRET inh
Results for COc1ccc(CCNC(=O)c2ccc3c(SCC(=O)O)c4c(nc3c2)CCCC4)cc1OC : -8	6	0	2	-4	-2	-1	-18	-17
Results for Cc1[nH]c2c(ccc3ccccc32)c1C1C(CCN)C1(C)C (stereo not given) : -154	12	-5	4	26	4	-5	-7	-31

Compounds were not picked by outcome. About 4% of those tested had a hit in this group.
